Fluorescein autfl = compound fluoresces in the fluorescein spectral region; AID 593; Compound autofluorescence, 480/540 nm, fluorescein-equivalent; active compounds read high; max fluorescein-equivalent concentration, M; 59,000 tested, 0.91% active; in the data active = max fluorescein-equivalent concentration above about 10 nM; inconclusive = between about 1.1 nM and that limit
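Normalized response (dye-equivalent concentration) derives from comparing each well's 540 nm emission, under 480 nm excitation, with plate-resident fluorescein standards. Compounds were held in 100 mM Tris, pH 8.0, for 15 min at room temperature.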
Caspase-1 inhib = blocks human caspase-1 allosterically or competitively; P29466; Caspase-1 enzyme, Ac-WEHD-AFC fluorogenic rate; Potency, µM (titrated, usually from 57.5 µM), without a hit: at the top dose activity change, negative = inhibition, most hits filed as inhibitors; 75,000 tested, 0.03% active; AID 900;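 note: potency is the fitted concentration of half-maximal effect; plate controls were vehicle for no effect and no substrate for full effect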
Caspase-7 inhib = blocks human caspase-7 allosterically or competitively; P55210; recombinant caspase-7, Ac-DEVD-AFC fluorescence rate; Potency, µM (top dose mostly 57.5 µM), for the others: at the highest dose activity change, negative = inhibition, hits mostly inhibitors; 75,000 tested, 0.02% active; active = well fitted inhibition curve with a large enough effect in the main read-out, with a control signal flat, not every such curve was filed as active; inconclusive = small, poorly fitted or top-dose-only effect, or a change in a side signal; note: potency is the fitted concentration of half-maximal effect; % of control where 0% means no effect
Rhodamine fluor = compound fluoresces in the rhodamine spectral region; AID 594; 59,000 tested, 0.05% active; Rhodamine-region fluorescence, 547/598 nm, Tris buffer; active compounds read high; max dye-equivalent concentration, M; in the data active = max dye-equivalent concentration above about 11 nM; inconclusive = between about 1.1 nM and that limit
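Intrinsic compound fluorescence, ex 547 / em 598 nm, CCD imager. Tris 100 mM pH 8.0; 15 min RT. Output = rhodamine dye-equivalent concentration at each compound concentration.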
4MU fluor = compounds fluorescent in 4-MU spectral region | compound autofluorescence, 340/450 nm, 4-MU equivalents; active compounds read high | max dye-equivalent concentration, M | 59,000 tested, 11% active | AID 589; in the data active = max dye-equivalent concentration above about 10 nM; inconclusive = mostly about 1.1 nM to 9.6 nM
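Intrinsic fluorescence at 340/450 nm (ex/em) was read after 15 min at room temperature in pH 8.0, 100 mM Tris. Each compound concentration expressed as 4-MU-equivalent concentration from a six-point 4-MU standard series on each plate.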
TexasRed autofl = compound fluoresces in the Texas Red spectral region; Compound fluorescence, Texas Red channel, 547/618 nm; active compounds read high; max dye-equivalent concentration, M; 59,000 tested, 0.06% active; AID 587; in the data active = max dye-equivalent concentration above about 10 nM; inconclusive = between about 1.1 nM and that limit
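Dye-equivalent concentrations come from scaling compound signal (ex 547, em 618 nm) to six Texas Red standard concentrations run on every plate, after 15 min room-temperature incubation in pH 8.0 Tris (100 mM).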
HEK293 cAMP cs = counter-screen for TSHR agonists: cAMP increase in parental HEK293 | parental HEK293 CNG cAMP sensor, membrane potential fluorescence | Potency, µM (doses to about 57.1 µM), for inactives: top-dose activation, most hits filed as activators | 73,000 tested, 2.5% active; note: potency is the fitted concentration of half-maximal effect; % of control where 0% means no effect; nearly all actives have a fitted effect of over 55% in size
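Parental HEK 293 cells stably expressing a cAMP-gated CNG channel were loaded with membrane potential dye containing 100 uM RO 20-1724 for 60 min. Compound added for 30 min; depolarization read as fluorescence intensity at 590 nm.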
A350 fluor = compounds fluorescent in Alexa 350 spectral region. Compound autofluorescence, 340/450 nm, Alexa 350 dye-equivalents; active compounds read high. max dye-equivalent concentration, M. 59,000 tested, 11% active; in the data active = max dye-equivalent concentration above about 10 nM; inconclusive = mostly about 1.1 nM to 9.6 nM
ERK AVP block = inhibitors of vasopressin-stimulated ERK signaling pathway; HEK293-V1b, vasopressin-stimulated pERK AlphaScreen; AID 995; Potency, µM (top dose mostly 57.5 µM), without a hit: top-dose activity, negative = inhibition, usual class: inhibitors; 72,000 tested, 0.99% active; note: potency is the fitted concentration of half-maximal effect; % is set by controls: 0 for no effect and ±100 for the full control effect; nearly all actives have a fitted effect of over 55% in size
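Overnight-seeded V1b-HEK293 cells in 1% FBS got compound, then vasopressin (25 nM final, 5 min, 37C), then lysis buffer. AlphaScreen detection of phospho-ERK; activity normalized to basal and full-stimulation controls.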
Tau fil binding = binds recombinant human tau filaments; P10636; recombinant tau filaments, thioflavin S fluorescence, 15 h; filaments grown with octadecylsulfate alongside compound; Potency, µM (series often up to 57.1 µM), inactives show at the top dose activity change, negative = inhibition; AID 596; 71,000 tested, 2% active;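 note: potency is the fitted concentration of half-maximal effect; % is set by controls: 0 for no effect and ±100 for the full control effect; actives lower thioflavin S fluorescence by blocking filaments or displacing dye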
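Quantitative HTS: thioflavine S signal from ODS-induced tau filaments, excited at 450 nm, emission 510 nm. Conditions: 1 uM tau, 30 uM ODS, 15 h at 37 C, pH 7.4.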
FLuc inh = blocks Photinus pyralis firefly luciferase activity | Potency, µM (titrated, usually from 57.1 µM), for the others: top-dose activity change, negative = inhibition, most hits filed as inhibitors | P08659 | AID 411 | purified firefly luciferase, luminescence, 8 min | 72,000 tested, 2.2% active; note: potency is the fitted concentration of half-maximal effect; % is set by controls: 0 for no effect and ±100 for the full control effect; nearly all actives have a fitted effect of over 40% in size
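Inhibition of light generation by firefly luciferase from ATP and luciferin was profiled with concentration-response curves per sample, ATP held at 10 uM within the enzyme's linear range. Plates were read by luminescence after an 8-minute ambient incubation.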
* marks the source's active call; other numbers are inactive results; i = inactive; ? = inconclusive; / = not tested or not shown; [ ] = another dose, or the depositor's remark. Unless noted, calls come from the whole dose curve; as a rule, active = well fitted curve in the direction sought with a large enough effect; inconclusive = small, poorly fitted or top-dose-only effect, or another doubt; inactive = no such curve, though single readings can be large; an effect the other way counts as inactive or inconclusive.

SMILES	Fluorescein autfl	Caspase-1 inhib	Caspase-7 inhib	Rhodamine fluor	4MU fluor	TexasRed autofl	HEK293 cAMP cs	A350 fluor	ERK AVP block	Tau fil binding	FLuc inh
COc1ccc(C2C(C(=O)Nc3cccc(C)n3)CCC(=O)N2c2ccc(OC)cc2)cc1 (stereo not given)	i	2%	3%	i	i	i	3%	i	5%	5%	-1%
CCc1c(O)nc(SCC(=O)Nc2ccccc2)n(-c2ccccc2)c1=O	?	-1%	2%	i	i	?	19%	i	4%	-7%	0%
O=c1c(-c2ccccc2)nc2cncnc2n1C1CC1	?	-3%	-2%	i	i	i	?	?	6%	-12%	1%[11.4 µM]
O=C(Cc1n[nH]c(=O)c2ccccc12)OCC(=O)c1ccc2c(c1)OCCO2	i	-1%	0%	i	i	i	4%	i	0%	-4%	-11%
CC(=O)N1CCC2(CC1)CN(c1ccncc1)C2	?	-1%	-4%	i	i	i	-4%	i	14%	9%	1%[11.4 µM]
COc1ccc(CNC(=O)CN(CC2CCCO2)C(=O)CNS(=O)(=O)c2ccccc2)cc1 (stereo not given)	i	0%	-3%	i	i	i	?	i	-12%	2%	4%
COC(=O)CSc1nnc(-c2cnccn2)n1C	i	-1%	2%	i	i	i	0%	i	-7%	-1%	0%
O=C(Nc1ccc(F)c(F)c1)c1ccc2c(c1)OCO2	/	-1%	0%	/	/	/	27%	/	-1%	9%	?
COc1ccccc1C(=O)NCCn1cc(SCC(=O)Nc2nnc(C)s2)c2ccccc21	i	-3%	-2%	i	i	i	11%	i	48%	92%	3%
NNC(=O)[C@@H](O)[C@H](O)C(=O)NN	?	1%[11.5 µM]	-1%[11.5 µM]	i	i	i	0%[11.4 µM]	i	9%[11.5 µM]	5%[11.4 µM]	3%[11.4 µM]
COc1ccc(CCN2C(=O)C3C4C=CC(C4)C3C2=O)cc1OC (stereo not given)	?	0%	1%	i	i	i	7%	?	?	1%	1%
Cc1ccsc1C1CC(=O)NC2=C1C(=O)CC(C)(C)C2 (stereo not given)	i	0%	3%	i	i	i	7%	i	23%	6%	1%
COC(=O)c1ccccc1NC(=O)CSc1n[nH]c(CC(C)C)n1	i	0%	-1%	i	3.2e-08M*	i	11%	3e-08M*	-16%	6%	2%
O=C(NCCN1CCOCC1)c1cc2n(n1)C(C(F)(F)F)CC(c1ccc(F)cc1)N2 (stereo not given)	?	/	/	i	i	i	/	i	/	/	-1%[25.5 µM]
CN(C)c1ccc(-c2cc(-n3ccnc3)ncn2)cc1	i	?	?	i	1.9e-08M*	i	-15%	2.1e-08M*	3%	-9%	-6%[2.29 µM]
CC(C)CNc1nc2ncnc(N)c2[nH]1	i	0%[11.5 µM]	0%[11.5 µM]	i	i	i	-4%[11.4 µM]	i	-14%[11.5 µM]	-4%[11.4 µM]	1%[11.4 µM]
COC(=O)c1ccc(C)c(NC(=O)Cc2coc3cc(OC)ccc23)c1	?	-2%	0%	i	i	i	18%	i	5%	3%	1%
COCCn1c(N2CCN(c3ccc(OC)cc3)CC2)nc2c1c(=O)[nH]c(=O)n2C	i	1%	-2%	i	i	?	-1%	?	6%	9%	1%
Cc1ccc(NC(=O)Cn2cnc3c(cnn3C(C)(C)C)c2=O)cc1	i	0%	-1%	i	i	i	16%	i	-23%	-2%	0%
Cc1ccc(S(=O)(=O)Cc2ccc(C(=O)N3CCN(c4ccc(F)cc4)CC3)o2)cc1	/	-2%	-8%	/	/	/	10%	/	-21%	-11%	5%
CCOC(=O)CSc1nc2c(sc(=S)n2Cc2ccco2)c(=O)n1-c1ccccc1	i	-2%	0%	i	i	i	1.3µM*	i	?	55%	0%
COC(=O)c1ccccc1NC(=O)C1COc2ccccc2O1 (stereo not given)	i	/	/	i	i	i	/	i	/	/	0%[25.5 µM]
COc1ccc(CCNC(=O)c2cc3sccc3n2C)cc1OC	i	-1%	-1%	i	i	i	14%	i	?	0%	-3%
COCC(C)Nc1ncnc2c1cnn2-c1ccc(Cl)cc1 (stereo not given)	i	/	/	i	i	i	/	i	/	/	7.9µM*
Cc1ccccc1CSc1nnc(Cn2c(=O)sc3ccccc32)n1C	/	0%	0%	/	/	/	23%	/	-21%	-4%	1%
CO/C=C/C#CC1(O)CCN(C)CC1	?	0%	-1%	i	?	i	0%	?	57%[activator]	0%	1%
COc1ccc(NC(=O)CSc2ncn(-c3ccccc3)n2)cc1Cl	?	-1%	-2%	i	i	i	21%	i	?	12%	3%
c1ccc(CNn2nnnc2-c2ccccc2)cc1	i	1%	2%	i	i	i	19%	i	-19%	-4%	1%
CCOC(=O)Nc1nnc(-c2ccccc2OC)s1	i	2%	-1%	i	?	i	-1%	?	35%	-1%	-8%
O=C1O[C@@H]([C@@H](O)CO)[C@@H](O)[C@H]1O	?	-9%[25.7 µM]	4%[25.7 µM]	i	i	?	0%[25.6 µM]	i	-1%[25.7 µM]	1%[25.6 µM]	2%[25.5 µM]
O=C(CSCc1ccccc1)Nc1nccs1	/	-2%	0%	/	/	/	?	/	-3%	-7%	1%
COC(=O)c1ccc(C(NC(=O)OCc2ccccc2)/C(I)=C/[C@@H](C)C(=O)NCc2ccncc2)cc1 (stereo not given in full)	/	-1%	-4%	/	/	/	27%	/	-14%	-3%	/
COC(=O)Nc1c(-c2ccccc2)nc2ccccn12	?	0%	1%	i	?	?	11%	?	-2%	-9%	0%
CCOC(=O)c1c(NC(=O)COC)sc2c1CCCC2	i	-4%	-2%	i	?	i	?	?	-14%	15%	5%
O=C(c1cn(-c2ccccc2)nc1-c1ccncc1)N1CCCCC1	i	2%	0%	i	i	i	8%	i	-14%	-3%	2%
O=C(Nc1nccs1)c1ccc(S(=O)(=O)N2CCCCC2)cc1	/	-1%	-2%	/	/	/	?	/	/	-9%	4%
COc1ccc(OCCSc2nnc3sc4ccccc4n23)cc1	i	-2%	-1%	i	i	i	22%	i	29%	14%	-1%
CCOC(=O)Cc1[nH]nc2c1C(C1C=CCCC1)C(C#N)=C(N)O2 (stereo not given)	i	-4%	-1%	i	?	i	2%	?	-29%	-9%	2%
COc1ccc(C(=O)Nc2nc(C)c(C(=O)N(C)C)s2)cc1OC	?	-2%	1%	i	i	i	0%	i	-21%	8%	-23%
CCOC(=O)Cn1c(=N)n(CCOc2cccc(C)c2)c2ccccc21	i	0%	-1%	i	i	i	23%	i	9%	39%	0%
O=C1CC(c2cccc(F)c2)C2=C(CCCC2=O)N1 (stereo not given)	?	0%	0%	i	i	i	7%	i	-29%	5%	-25%
COc1ccc(-c2nc(NC(=O)CSc3nnc(C)s3)ns2)cc1	?	-4%	-3%	i	?	?	2%	?	-16%	21%	-4%
Cc1cnc(C(=O)Nc2ccc(N3CCN(C(=O)OC(C)(C)C)CC3)cc2)cn1	?	3%	1%	i	i	i	21%	i	-2%	4%	0%
O=C(C1CC1c1ccccc1)N1CCN(c2cccc(Cl)c2)CC1 (stereo not given)	i	-2%	-2%	i	i	i	32µM*	i	10%	-6%	3%
O=C(c1coc(=O)c2ccccc12)N1CCN(Cc2ccccc2)CC1	i	-4%	-5%	i	i	i	1%	?	-10%	-8%	3%

Of the compounds above, these contain a tert-butyl group:
SMILES	Fluorescein autfl	Caspase-1 inhib	Caspase-7 inhib	Rhodamine fluor	4MU fluor	TexasRed autofl	HEK293 cAMP cs	A350 fluor	ERK AVP block	Tau fil binding	FLuc inh
Cc1ccc(NC(=O)Cn2cnc3c(cnn3C(C)(C)C)c2=O)cc1	i	0%	-1%	i	i	i	16%	i	-23%	-2%	0%
Cc1cnc(C(=O)Nc2ccc(N3CCN(C(=O)OC(C)(C)C)CC3)cc2)cn1	?	3%	1%	i	i	i	21%	i	-2%	4%	0%

Later entries.
SMILES	Fluorescein autfl	Caspase-1 inhib	Caspase-7 inhib	Rhodamine fluor	4MU fluor	TexasRed autofl	HEK293 cAMP cs	A350 fluor	ERK AVP block	Tau fil binding	FLuc inh
CCN(CC)S(=O)(=O)c1ccc(-c2nnc(SCC(=O)Nc3ccc4c(c3)OCO4)o2)cc1	?	0%	0%	i	i	i	24%	i	16%	4%	0%
O=C1C2=CC[C@@H]3C(=O)N(c4ccc(F)cc4F)C(=O)[C@H]3[C@H]2[C@H](O)[C@H]2O[C@H]12	/	-10%[11.5 µM]	-11%[11.5 µM]	/	/	/	6%[11.4 µM]	/	7%[11.5 µM]	/	1%[11.4 µM]
Cc1csc(SCc2nc3sc4c(c3c(=O)[nH]2)CCC4)n1	?	-2%	-3%	i	i	i	14%	i	3%	2%	-34%
O=C(c1ccc(Cl)cc1)c1nnc(-c2ccncc2)o1	i	0%	0%	i	i	i	-14%	i	?	-18%	1%
O=C(O)CCc1ccc(-c2ccccc2)n1CC1CCCO1 (stereo not given)	?	?	-27%	i	1.6e-06M*	i	10%	2e-06M*	-7%	2%	5%
Cc1cccc2nc(CSc3nnnn3-c3ccccc3)cn12	i	1%	-4%	i	i	?	9%	?	-13%	-4%	-1%
O=C(NCCN1CCOCC1)N1CCOCC1	i	1%	5%	i	i	i	1%	i	27%	9%	-1%
O=C(Nc1c(F)c(F)c(F)c(F)c1F)NC1CCCCC1	i	0%	1%	i	i	i	18%	i	-14%	-13%	1%
COc1ccc(OC)c(C2NC(=O)NC(C)=C2C(=O)Nc2ccc(C)cc2C)c1 (stereo not given)	/	1%	0%	/	/	/	-4%	/	0%	14%	1%
c1nc(N2CCCCC2)c2[nH]cnc2n1	/	0%	0%	/	/	/	6%	/	/	-14%	1%

Assay outcomes deposited in PubChem BioAssay by National Center for Advancing Translational Sciences (NCATS).

An excerpt; count on the stated rates, not on these rows.
